# Compound activity: PubChem BioAssay, several laboratories
# PolyA inhibitor: yeast polyadenylation inhibition; S. cerevisiae SKY197-pL101 polyadenylation reporter, beta-gal luminescence; efflux-impaired pdr1/pdr3 knockout yeast; score 100 = 6 SD above DMSO; calls only at 12 µM; 300,000 tested, 0.02% active;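 active = lowest replicate activity score at least 50, where 100 means six control SD above control mean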;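 also: yeast exposed to compound for 9 h at 30 °C; higher score means more reporter readthrough which indicates perturbed polyadenylation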
# RGS4 act: potentiators or activators of RGS4 | B-score at 10 µM | 310,000 tested, 0.92% active | HEK293 M3R/inducible RGS4, carbachol calcium flux Fluo4; active compounds read low;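 active = B-score of the integrated calcium signal more than 4 SD below the library mean, with starting fluorescence not abnormally high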;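 also: negative B-score means reduced calcium response which marks RGS4 activation or potentiation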
#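 System: HEK293 FlpIn-TREx cells, stable M3R, doxycycline-inducible RGS4. Timing: overnight RGS4 induction, 30 min dye load 37 °C, 20 min compound RT. Also added: carbachol, ECmax concentration. Measured by: Fluo4 fluorescence kinetic imaging of calcium. Evaluation: integrated calcium ratio converted to B score.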
# hERG protect: compounds protecting human hERG from proarrhythmic drug block. activation (rescue from dofetilide block), less the hit threshold, % at 10 µM. 310,000 tested, 0.51% active. CHO-hERG, FluxOR thallium flux, dofetilide IC70 present. Q12809;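 active = activation above the mean of controls blocked by dofetilide plus 5 SD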;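 also: thallium influx through hERG after potassium depolarization seen as dye fluorescence rise; in these data hits start at about 4.7%; inactives centre near -7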
# RGS4 block: human RGS4 inhibition; HEK293 M3R/RGS4 inducible, Fluo-4 calcium flux; active compounds read high; triggered by carbachol at its EC20; B-score at 10 µM; 310,000 tested, 0.45% active; AID 463165;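 active = B-score, a plate-corrected calcium signal, over three deviations above library mean, with baseline fluorescence within five deviations of library mean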;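 also: RGS4 expression induced by doxycycline in cells with stable M3 receptor; B-score is computed from the integrated fluorescence ratio over baseline after carbachol; higher B-score means a larger calcium signal and so more RGS4 inhibition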
# Target sequence (P49798 whole entry, looked up): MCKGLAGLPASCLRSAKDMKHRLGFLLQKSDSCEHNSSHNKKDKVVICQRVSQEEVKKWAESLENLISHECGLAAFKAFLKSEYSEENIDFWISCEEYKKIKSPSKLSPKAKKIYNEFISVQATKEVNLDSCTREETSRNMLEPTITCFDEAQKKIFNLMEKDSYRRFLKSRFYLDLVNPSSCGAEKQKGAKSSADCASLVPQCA
# GSK3A inh: human GSK-3 alpha kinase inhibition | AID 2650 | inhibition, % at 10 µM | 320,000 tested, 0.1% active | ADP-Glo luminescence, 60 min;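 in the data active = inhibition above about 50%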;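 also: GST-tagged GSK-3 alpha with peptide substrate and 25 µM ATP; 0% = DMSO neutral wells and 100% = GW8510 positive control wells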
# Target sequence (P49840 whole entry, looked up): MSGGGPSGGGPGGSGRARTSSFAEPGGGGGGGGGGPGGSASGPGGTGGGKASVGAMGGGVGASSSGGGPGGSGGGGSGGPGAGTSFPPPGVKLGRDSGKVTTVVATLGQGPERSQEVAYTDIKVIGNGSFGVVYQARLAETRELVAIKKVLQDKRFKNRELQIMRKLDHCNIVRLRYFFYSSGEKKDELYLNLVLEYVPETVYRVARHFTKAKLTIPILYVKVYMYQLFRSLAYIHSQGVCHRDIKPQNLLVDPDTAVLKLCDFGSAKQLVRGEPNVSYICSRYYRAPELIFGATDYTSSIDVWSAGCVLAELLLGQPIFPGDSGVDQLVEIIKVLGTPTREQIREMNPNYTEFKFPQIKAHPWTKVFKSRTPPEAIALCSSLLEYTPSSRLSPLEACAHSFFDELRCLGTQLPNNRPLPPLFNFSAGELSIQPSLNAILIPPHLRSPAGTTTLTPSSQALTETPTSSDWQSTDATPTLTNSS
# KCNQ1 inh: blocks the human KCNQ1 potassium channel | CHO-K1 KCNQ1, FluxOR thallium flux fluorescence; active compounds read high | 310,000 tested, 1.3% active | B-score at 10 µM;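 active = compounds whose thallium flux B-score, printed positive for inhibition, exceeds three library SD while starting fluorescence stays within three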;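 also: channel opened by potassium depolarization with thallium stimulus after 20 min compound exposure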
# GSK3B inh: human GSK3beta kinase inhibition. P49841. GST-GSK3beta kinase, ADP-Glo luminescence, 60 min; active compounds read low. activity score (negative = inhibition), % at 10 µM. 300,000 tested, 0.038% active. AID 2097;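 active = more than half of replicate wells score below -50%, meaning over 50% inhibition versus plate controls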;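 also: 0% = median DMSO wells and -100% = median GW8510 positive control wells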
#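 Test system: GST-fused GSK3beta enzyme, cell-free | Quantity: 1.6 ng GST-GSK3beta enzyme per well | Reagent: 25 µM ATP with peptide substrate | Schedule: 60 min enzyme reaction, room temperature | Signal: Luminescent ADP-Glo measurement of ADP formed | Read-out basis: Score relative to plate controls | Control set: DMSO and 20 µM GW8510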
# KCNK3 block: human KCNK3 channel inhibition, primary screen. CHO-KCNK3 thallium flux, FluxOR fluorescence; active compounds read low. B-score at 10 µM. 340,000 tested, 0.84% active. AID 602410;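 active = B-score under library mean minus 4 SD, starting fluorescence ratio at most library mean plus 5 SD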;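 also: more negative B-score means stronger inhibition of thallium flux through KCNK3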
# Target sequence (O14649 whole entry, looked up): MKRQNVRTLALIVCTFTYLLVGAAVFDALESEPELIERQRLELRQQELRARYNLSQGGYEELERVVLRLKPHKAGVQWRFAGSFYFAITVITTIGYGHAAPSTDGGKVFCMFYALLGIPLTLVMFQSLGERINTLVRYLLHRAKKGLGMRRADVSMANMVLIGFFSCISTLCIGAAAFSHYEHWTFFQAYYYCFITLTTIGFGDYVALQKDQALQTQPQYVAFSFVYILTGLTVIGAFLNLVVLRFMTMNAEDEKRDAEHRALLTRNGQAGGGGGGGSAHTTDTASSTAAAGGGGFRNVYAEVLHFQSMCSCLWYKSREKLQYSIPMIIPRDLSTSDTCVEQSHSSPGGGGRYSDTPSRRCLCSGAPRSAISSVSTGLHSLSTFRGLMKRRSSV
# KCNQ1 pot: potentiators or activators of human KCNQ1 potassium channel. CHO-K1 KCNQ1, thallium flux FluxOR fluorescence; active compounds read high. P51787. 310,000 tested, 0.35% active. B-score at 10 µM;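 active = fluorescence ratio B-score, a plate-corrected score, at least three library SD, with initial intensity B-score within 5 SD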
#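 assay system = CHO-K1 cells stably expressing KCNQ1 | medium = assay buffer, equal DMSO in all wells | timing = 37 °C overnight plating, 90-min dark dye load, 20-min compound pretreatment | measured by = kinetic FluxOR thallium fluorescence, 10-s 1-Hz baseline, 110-s post-stimulus read | measure = fluorescence change relative to baseline, converted to B score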
# Dyrk1A ADPGlo: Dyrk1A (rat) kinase inhibition; Q63470; ADP-Glo luminescence, NFATc1 peptide; inhibition, % at 12.5 µM; 310,000 tested, 0.43% active; in the data active = inhibition above about 50%;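 also: plate controls were vehicle with enzyme for no effect and no enzyme for full effect; many of its hits are not listed in these tables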
# KCNK9 inh: inhibitors of human KCNK9 two-pore domain potassium channel | HEK293 KCNK9, FluxOR thallium flux fluorescence; active compounds read low | B-score at 10 µM | 310,000 tested, 1.2% active | AID 488922;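 active = ratio B-score over 3 SD below the library mean, with starting fluorescence within 5 SD of its mean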;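 also: negative B-score means less thallium flux so channel inhibition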
# * marks the source's active call; other numbers are inactive results; i = inactive; x = not tested or not shown. These rows are one share of the data; the hit share may differ from the screen's.
structure,PolyA inhibitor,RGS4 act,hERG protect,RGS4 block,GSK3A inh,KCNQ1 inh,GSK3B inh,KCNK3 block,KCNQ1 pot,Dyrk1A ADPGlo,KCNK9 inh
Cc1nn(-c2ccccc2)c(C)c1C(=O)OCC(=O)N1CC(=O)Nc2ccccc21,i,i,-9.3,i,-0.9,i,-3.0,i,i,5.3,i
CCOC(=O)CC(=O)CSCC(=O)Nc1ccc(C)cc1,i,i,-6.5,i,-1.2,i,2.2,i,i,8.7,i
COc1cc(/C=N/NC(=O)c2cccs2)ccc1OCc1ccccc1,i,i,-16.6,i,-1.0,i,2.0,i,i,-0.8,i
CC1C(=O)Nc2ccccc2N1C(=O)c1ccccc1 (configuration not stated),i,i,-3.5,i,-0.8,i,-4.1,i,i,0.3,i
CN(C)C(=O)COC(=O)c1ccc(S(=O)(=O)NCc2ccco2)cc1,i,i,-5.2,i,1.9,i,3.5,i,i,-0.1,i
CSc1ccccc1NC(=O)NCCCl,i,i,-11.6,i,0.9,i,4.0,i,i,1.7,i
CC(=O)c1cc(N2CCOCC2)ccc1[N+](=O)[O-],i,i,-3.7,i,x,i,0.1,i,i,x,i
Cc1ccc(C(=O)Nc2ccc(C(=O)N3CCCCC3)cc2)o1,i,i,-8.6,i,14.3,i,-10.1,i,i,17.6,i
Cc1cc(C)nc(SCC(=O)Nc2ccc(S(=O)(=O)N3CCCCC3)cc2)n1,i,i,-10.3,i,-0.5,i,0.3,i,i,3.3,i
CCN1C(=O)[C@@H]2[C@@H](c3ccc(SC4CCCCC4)cc3)N3CCCC[C@@]3(C(=O)OC)[C@@H]2C1=O,i,i,-12.1,i,0.8,i,-0.8,i,i,-1.5,i
COc1ccc(CNC(=S)NNC(=O)c2cc3ccccc3o2)cc1,i,i,-5.9,i,-4.3,i,1.4,i,i,3.1,i
CN(c1ccccc1)c1ccc(/C=C/[N+](=O)[O-])cc1,i,i,-5.1,6.08*,-2.7,i,-0.8,i,i,-0.9,i
COc1cccc(N2CCN(S(=O)(=O)c3ccc4c(c3)CC(C)N4C(=O)C3CC3)CC2)c1 (configuration not stated),i,i,-2.6,i,-0.6,i,6.2,i,i,3.8,i
COC(=O)Nc1c(-c2ccccc2)nc2ccc(Cl)cn12,i,i,-7.5,i,-1.0,i,-1.8,i,i,-2.6,i
C=CCNC(=O)CC(C)C(CCCCC)C(=O)O (configuration not stated),i,i,-7.4,i,-4.1,i,-0.8,i,i,5.0,i
CCOC(=O)c1cnc2cc(-c3ccc(Cl)cc3)nn2c1N,i,i,-9.7,i,-1.4,i,-4.1,i,i,2.3,i
CC(C)N(Cc1cnn(C)c1)C(=O)C1CCC(=O)N(CCc2cccc(F)c2)C1 (configuration not stated),i,i,-2.5,i,1.1,i,1.2,i,i,0.7,i
COc1ccc(CNC(=O)C/C(C)=N/NC(=O)c2cc(OC)cc(OC)c2)cc1,i,i,-6.6,i,-0.8,i,3.3,x,i,x,i
CN(C)CCCNc1oc(/C=C/c2cccs2)nc1S(=O)(=O)c1ccccc1,i,i,-7.7,i,0.3,i,0.2,i,i,-4.0,i
Cc1cccc(NC(=O)CCC(=O)N/N=C/c2ccco2)c1,i,i,-4.0,i,5.6,i,0.8,i,i,4.2,i
C[C@H]1CN=C(Nc2ccccc2)N1CC1CCC1,i,i,-4.3,i,1.3,i,1.9,i,i,2.9,i
COc1ccc(OC)c(C2CC(=O)Nc3n[nH]c(-c4ccccc4)c32)c1 (configuration not stated),i,i,-6.0,i,18.2,i,-7.3,i,i,2.6,i
CCCCCCCCCCCCCCCC(=O)NCCc1c[nH]c2ccccc12,i,i,-7.0,i,0.4,i,2.0,i,i,13.4,i
COc1ccc2[nH]c3c(c2c1)CCNC3c1ccc([N+](=O)[O-])o1 (configuration not stated),i,i,-10.8,i,31.4,i,-8.2,i,i,17.6,i
COc1cccc(CNC(=O)CCC2CCCN(C(=O)C3CCOCC3)C2)c1 (configuration not stated),i,i,-4.8,i,-1.5,i,-1.2,i,i,-3.0,i

# New compounds follow
structure,PolyA inhibitor,RGS4 act,hERG protect,RGS4 block,GSK3A inh,KCNQ1 inh,GSK3B inh,KCNK3 block,KCNQ1 pot,Dyrk1A ADPGlo,KCNK9 inh
CCOC(=O)C1(Cc2ccccc2C)CCCN(C(=O)COC)C1 (configuration not stated),i,i,-10.6,i,-1.3,i,2.2,i,i,x,i
CCOC(=O)C(=O)Nc1ccc(S(=O)(=O)Nc2ncccn2)cc1,i,i,-5.9,i,-3.3,i,1.9,i,i,-0.1,i
Cc1cccc(NS(=O)(=O)c2cc([N+](=O)[O-])ccc2C)n1,i,i,-5.7,i,-5.0,i,-21.1,i,i,-2.7,i
O=C(CSc1nc(=O)n2ccccc2n1)NCc1ccccc1,i,i,-16.1,i,0.2,i,-1.3,i,8*,-4.5,i
Cc1ccc(NCC(=O)N/N=C/c2c[nH]c3ccccc23)cc1,i,i,-4.2,i,0.0,i,0.5,i,i,1.3,i
O=C(CSc1nnc(-c2ccc(F)cc2)o1)Nc1ccc(S(=O)(=O)N2CCCC2)cc1,i,i,-1.5,i,1.8,i,-8.6,i,i,-8.1,i
O=C(O)Cn1nnc(COc2ccccc2)n1,i,i,-10.2,i,0.3,i,x,i,i,0.2,i
Cc1ccc(Nc2nc3ccccc3nc2Nc2c(C)n(C)n(-c3ccccc3)c2=O)cc1,i,i,-9.1,i,-0.3,i,2.4,i,i,-1.8,i
Cc1ccc(-c2nnnn2-c2ccc(C)cc2)cc1,i,i,-5.0,i,1.3,i,5.9,i,i,0.5,i
Cc1ccc(C(=O)NC2CCC(C)CC2)s1 (configuration not stated),i,i,-4.3,i,0.2,i,2.2,i,i,6.8,i
O=C1S/C(=C/c2ccc(N3CCOCC3)o2)C(=O)N1Cc1ccc(F)cc1,i,i,-11.8,i,1.6,i,-2.9,i,i,-6.1,i
COc1ccc2c(c1OC)C(=O)N1c3ccccc3C(=O)N(c3ccccc3F)C21 (configuration not stated),i,i,-29.1,i,0.1,i,-1.5,i,i,-2.0,i
O=C(/C=C/c1ccc([N+](=O)[O-])s1)N1CCCCC1,i,i,-12.6,i,-1.5,i,-1.0,i,i,1.2,i
COc1cc(-c2[nH]ncc2CN2CCN(c3cccc(C)n3)CC2)cc(OC)c1OC,i,i,-8.0,i,-2.4,i,-0.5,i,i,1.4,i
O=[N+]([O-])c1cccc(Nc2c3ccccc3nc3ccccc23)c1,i,i,-31.8,i,-2.6,8*,1.3,i,i,4.4,i
Cc1ccc(OCCN(C)C(=O)C2CCC(=O)N(CCCN3CCOCC3)C2)cc1 (configuration not stated),i,i,-1.0,i,-0.9,i,-30.4,i,i,-1.8,i
C=CCNC(=O)N1CCCC(N2CCN(c3ccccc3OC)CC2)C1 (configuration not stated),i,i,-0.6,i,-1.8,i,-3.0,i,i,1.8,i
CCSc1nnc(NC(=O)Cc2ccc(OC)c(OC)c2)s1,i,i,-8.9,i,-0.9,i,0.8,i,i,-1.0,i
CCOC(=O)c1c(/N=C/N(C)C)sc(/C=N/Nc2ccccc2)c1-c1ccccc1Cl,i,i,-13.8,i,1.4,i,2.2,i,i,-2.4,i
CCOc1ccc(N2C(=O)C3=C(C(c4ccc(Cl)cc4)=NCCN3)C2c2cccnc2)cc1 (configuration not stated),i,i,-9.5,i,-3.4,i,-3.0,i,i,1.2,i
CS(=O)(=O)c1ccccc1-c1nc(-c2ccc([N+](=O)[O-])cc2)no1,i,i,-7.8,i,2.1,i,-5.9,i,i,-1.7,i
NNc1nc(C(F)(F)F)nc2ccccc12,i,i,-4.2,i,-1.3,i,2.9,i,i,-17.1,i
COc1cccc(OCCCCCCN2CCOCC2)c1,i,i,-3.3,i,-3.7,i,1.6,i,i,-4.2,i
N#CC(c1ccc(F)cc1)c1ccc(C(=O)c2ccccc2)cc1 (configuration not stated),i,i,-10.6,i,-1.0,i,-0.2,i,i,-0.5,i
O=C(N/N=C/c1ccc(Sc2nc3ccccc3[nH]2)o1)c1ccncc1,i,i,-8.2,i,-1.0,i,-0.3,i,i,-2.8,i

# Continued (2 carried over from the part before).
structure,PolyA inhibitor,RGS4 act,hERG protect,RGS4 block,GSK3A inh,KCNQ1 inh,GSK3B inh,KCNK3 block,KCNQ1 pot,Dyrk1A ADPGlo,KCNK9 inh
N#CC(c1ccc(F)cc1)c1ccc(C(=O)c2ccccc2)cc1 (configuration not stated),i,i,-10.6,i,-1.0,i,-0.2,i,i,-0.5,i
O=C(N/N=C/c1ccc(Sc2nc3ccccc3[nH]2)o1)c1ccncc1,i,i,-8.2,i,-1.0,i,-0.3,i,i,-2.8,i
COC(=O)c1ccc(C(=O)OC)c(NC(=O)CN2CCCCC2)c1,i,i,-8.0,i,3.3,i,2.7,i,i,-2.2,i
O=[N+]([O-])c1ccc(-[n+]2ccc3ccccc3c2)c([N+](=O)[O-])c1,i,i,-12.8,i,-3.7,i,1.9,i,i,15.1,i
c1ccc(-c2cn(C[C@H]3CC[C@@H]([C@@H]4CC[C@H](Cn5cc(-c6ccccc6)nn5)O4)O3)nn2)cc1,i,i,-9.0,i,3.6,i,-0.7,i,i,-2.5,i
CCOC(=O)c1c(C)[nH]c(C)c1S(=O)(=O)NCc1ccccc1OCC,i,i,-6.7,i,2.8,i,0.0,i,i,x,i
CCc1nnc(NC(=O)CCc2ccccc2OC)s1,i,i,-5.7,i,1.0,i,0.5,i,i,1.6,i
Cn1c(NNC(=O)c2ccc(C(C)(C)C)cc2)cc(=O)n(C)c1=O,i,i,-2.5,i,-0.5,i,-0.8,i,i,4.0,i
NC(=O)CSc1nnc(-c2ccco2)n1-c1ccccc1,i,i,-3.1,i,-1.2,i,-1.0,i,i,-0.9,i
CN(C)S(=O)(=O)NCCNC(=O)c1cc(OCC(F)(F)F)ccc1OCC(F)(F)F,i,i,-4.0,i,-5.0,i,0.1,i,i,-1.0,i
COC(=O)c1c(NC(=O)C(=O)NCCCN2CCOCC2)sc2c1CC(C)(C)OC2,i,i,-7.5,i,1.5,i,-3.6,i,i,x,i
